# High-throughput results as filed in PubChem.
# TSHR antag: blocks TSH signaling through the human TSH receptor; P16473; hit rate 0.2% among 330,000; TSHR-expressing cells, TSH-stimulated cAMP HTRF, 2 h; active compounds read low; activity change, negative = inhibition, % at 11.5 µM;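 active = activity change below a set negative limit, meaning inhibition stronger than a set level, cut at about -70% in these data; inconclusive = activity change between two set negative limits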; also: % is scaled to controls: 0 for no effect and ±100 for the full control effect
#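 Inhibition of cAMP made by TSHR-expressing cells under TSH stimulation (4nM final, EC80; 2 h, 37 deg C) is quantified with a one-step lysis HTRF kit, anti-cAMP cryptate versus cAMP-d2.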
# ELG1 repair inh: blocks ELG1-dependent DNA repair in HEK293T cells; HEK293T ELG1-luciferase reporter, luminescence, 16 h; DNA damage induced by 5-fluorouridine; Potency, µM (top dose mostly 46.1 µM), for the others: at the highest dose activity change, negative = inhibition, most hits filed as inhibitors; AID 504467; hit rate 2.3% among 330,000; also: potency is read from the fitted curve at half-maximal effect; % is scaled to controls: 0 for no effect and ±100 for the full control effect; nearly all actives have a fitted effect of over 55% in size
#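 HEK293T cells expressing luciferase-tagged ELG1 (2,000/well) received 5-Fluorouridine plus compound or DMSO for 16 hr at 37 °C. Luciferase was read by ONE-Glo luminescence after 30 min at room temperature.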
# Mito fusion yeast: inhibitors of mitochondrial division or activators of mitochondrial fusion | Potency, µM (top dose mostly 46.1 µM), for the others: at the highest dose growth rescue (activation), usual class: activators | AID 485298 | S. cerevisiae fusion-defective mutant growth rescue, CellTiterGlo 48 h | hit rate 0.23% among 320,000;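 also: potency is read from the fitted curve at half-maximal effect; % of control where 0% means no effect; nearly all actives have a fitted effect of over 45% in size; temperature-sensitive fusion mutants such as fzo1-1 at 37 °C on non-fermentable ethanol glycerol medium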
#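 Compounds are tested for their ability to restore growth of mitochondrial fusion-defective yeast strains at non-permissive 37C in YPEG medium over 48 hours. Viability is quantified by luciferase luminescence.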
# TCR activator: T cell receptor activation; primary human leukocytes, anti-CD3, IL-2 HTRF, 48 h; Potency, µM (titrated, usually from 9.22 µM), for inactives: top-dose activation of IL-2 secretion, usual class: activators; 330,000 tested, under 10 active; also: % of control where 0% means no effect
#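 Activity was scored as IL-2 release from primary human leukocytes given only a TCR signal (a-CD3 beads) plus compound for 48 hr. Detection used a two-antibody HTRF format read at 665nm.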
# Eya2 inh: blocks the phosphatase activity of human Eya2; recombinant Eya2, OMFP fluorescence dephosphorylation (OMFP is methylfluorescein phosphate); Potency, µM (top dose mostly 76.9 µM), for the others: at the highest dose activity, negative = inhibition, most hits filed as inhibitors; hit rate 0.006% among 330,000; AID 488837; also: potency is read from the fitted curve at half-maximal effect; % is scaled to controls: 0 for no effect and ±100 for the full control effect
#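 Eya2 protein (added as 0.2 uM solution) was preincubated with compound for 10 min at ambient temperature in 50 mM HEPES pH 7.5, 50 mM NaCl, 5 uM MgCl2, 0.05% BSA, 1 mM DTT. OMFP (added at 50 uM) then reacted 10 min; fluorescence read at 485/525 nm.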
# B2AR arrestin: beta2AR (human) beta-arrestin recruitment activity | P07550 | beta-arrestin recruitment to beta2AR, cell-based reporter | Potency, µM (series often up to 46.1 µM), for inactives: at the highest dose activation, most hits filed as activators | hit rate 0.02% among 330,000;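 also: potency is read from the fitted curve at half-maximal effect; 0% = DMSO controls and full agonism = EC100 isoproterenol or metaproterenol; nearly all actives have a fitted effect of over 65% in size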
# USP2a block: USP2a (human) protease inhibition | AID 463254 | O75604 | USP2 core, Ub-CHOP2 coupled fluorogenic reporter, 485/531 | hit rate 0.01% among 330,000 | Potency, µM (top dose mostly 38.3 µM), for the others: at the top dose activity change, negative = inhibition, usual class: inhibitors;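 also: potency is read from the fitted curve at half-maximal effect; plate controls were DMSO wells for no effect and full inhibition by NEM control for full effect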
# Target sequence (O75604 whole entry, looked up): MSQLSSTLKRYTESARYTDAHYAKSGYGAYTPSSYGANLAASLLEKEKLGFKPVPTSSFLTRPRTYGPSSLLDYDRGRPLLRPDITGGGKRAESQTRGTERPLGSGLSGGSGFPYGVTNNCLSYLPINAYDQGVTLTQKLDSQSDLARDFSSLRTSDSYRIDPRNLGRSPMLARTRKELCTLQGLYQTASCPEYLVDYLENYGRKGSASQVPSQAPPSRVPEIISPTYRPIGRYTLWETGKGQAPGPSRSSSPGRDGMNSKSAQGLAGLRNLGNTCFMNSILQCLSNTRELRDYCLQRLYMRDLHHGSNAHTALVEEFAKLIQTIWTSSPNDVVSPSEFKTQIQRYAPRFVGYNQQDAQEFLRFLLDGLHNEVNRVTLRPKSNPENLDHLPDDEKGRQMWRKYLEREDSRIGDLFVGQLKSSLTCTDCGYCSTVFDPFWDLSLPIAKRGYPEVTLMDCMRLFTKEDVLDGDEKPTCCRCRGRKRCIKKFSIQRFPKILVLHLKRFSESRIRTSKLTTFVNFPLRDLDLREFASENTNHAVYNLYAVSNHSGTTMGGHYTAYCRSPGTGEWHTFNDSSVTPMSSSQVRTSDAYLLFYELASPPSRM
#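 USP2 core (10nM final) preincubated 30min RT with compound in 20mM Tris-HCl pH 8.0, 2mM CaCl2, 2mM beta-mercaptoethanol, 0.05% CHAPS; 25nM Ub-CHOP2 plus 25nM reporter substrate added, fluorescence (Ex485/Em531) read after 60min.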
# TSG101-PTAP inh: blocks PTAP/TSG101 interaction to inhibit HIV-1 budding; Q99816; Fluorescence polarization, FITC-PTAP peptide / Tsg101 binding; Potency, µM (highest dose often 115 µM), for inactives: at the highest dose activity change, negative = inhibition, usual class: inhibitors; 340,000 tested, under 10 active; active = well fitted inhibition curve with a large enough effect in the main read-out, with a control signal flat, not every such curve was filed as active; inconclusive = small, poorly fitted or top-dose-only effect, or effect the other way, or a change in a side signal; inactive = no such curve, though single readings can be large or run the other way; also: potency is read from the fitted curve at half-maximal effect; % of control where 0% means no effect
# Target sequence (Q99816 whole entry, looked up): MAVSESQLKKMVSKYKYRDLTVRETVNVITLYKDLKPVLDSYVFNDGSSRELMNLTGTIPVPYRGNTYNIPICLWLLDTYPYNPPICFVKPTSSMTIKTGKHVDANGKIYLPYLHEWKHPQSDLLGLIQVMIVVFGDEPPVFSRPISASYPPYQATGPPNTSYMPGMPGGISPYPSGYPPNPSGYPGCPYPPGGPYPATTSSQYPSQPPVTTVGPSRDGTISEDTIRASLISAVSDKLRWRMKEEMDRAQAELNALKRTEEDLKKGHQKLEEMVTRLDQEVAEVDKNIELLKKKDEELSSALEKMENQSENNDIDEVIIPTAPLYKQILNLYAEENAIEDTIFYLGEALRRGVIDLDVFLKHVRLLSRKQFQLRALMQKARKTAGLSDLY
#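 FP read-out: FITC-PTAP peptide, 50 nM final, binding Tsg101 binding domain, 10 uM final; 20 min, r.t.; 10 mM HEPES pH 7.5, 0.15 M NaCl, 0.01% Tween 20, 3 mM EDTA, 0.1 mM TCEP.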
# Tb PFK block: inhibitors of T. brucei phosphofructokinase; O15648; T. brucei PFK, ADP-Glo luminescence; Potency, µM (titrated, usually from 57.5 µM), for inactives: at the top dose activity, negative = inhibition, actives largely listed as inhibitors; hit rate 0.17% among 330,000;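 also: potency is read from the fitted curve at half-maximal effect; 0% = uninhibited 1x PFK enzyme wells and -100% = no-enzyme wells; nearly all actives have a fitted effect of over 60% in size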
#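 Activity is normalized to no-enzyme wells (full inhibition) and 1.25 nM enzyme wells (no inhibition). Reaction: 0.5 mM F6P, 0.1 mM ATP, 45 min RT, ADP-Glo luminescence; concentration-response curves fitted and classed by quality.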
# Chronic BCR inh: chronic active BCR signaling inhibition. Potency, µM (top dose mostly 46.1 µM), inactives show at the top dose ratio change, negative = lower green/red ratio, hits mostly inhibitors. AID 493014. hit rate 0.05% among 340,000. ABC-DLBCL IkBa-CBG/CBR reporter, luminescence ratio, 4 h; active = well fitted inhibition curve with a large enough effect in the signal ratio, with a control signal flat, not every such curve was filed as active; inconclusive = small, poorly fitted or top-dose-only effect, or effect the other way, or a change in a side signal; the % refers to the signal ratio;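 also: potency is read from the fitted curve at half-maximal effect; plate controls were basal doxycycline-induced cells for no effect and cells given 10 µM MG132 for full effect; MG132 reads +100%, hits lower the ratio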
#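 Concentration-response series (up to 46 uM) were applied to TMD8 dual-reporter cells for 4 h at 37C with doxycycline. Green/red ratio, after filter-overlap correction, defined %Activity; red signal alone was normalised to basal cells and zero luminescence.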
# uPA generation: cell surface uPA generation inhibition | cell surface uPA generation assay, qHTS | Potency, µM (titrated, usually from 38.3 µM), for the others: at the top dose activity change, negative = inhibition, hits mostly inhibitors | hit rate 0.31% among 330,000; active = well fitted inhibition curve with a large enough effect; inconclusive = small, poorly fitted or top-dose-only effect; inactive = no such curve, though single readings can be large or run the other way; tested in mouse RAW 264.7 cells; also: potency is read from the fitted curve at half-maximal effect; % is scaled to controls: 0 for no effect and ±100 for the full control effect; nearly all actives have a fitted effect of over 55% in size
# Starred values were filed as active, the others as inactive; ? = inconclusive; . = not tested or not shown; & = joins results of further samples; ! = not confirmed by another sample; [ ] = dose if it differs, or a comment. Unless noted, calls follow the shape of the dose curve; as a rule, active = well fitted curve in the direction sought with a large enough effect; inconclusive = small, poorly fitted or top-dose-only effect, or another doubt; inactive = no such curve, though single readings can be large; an effect the other way counts as inactive or inconclusive.
SMILES,TSHR antag,ELG1 repair inh,Mito fusion yeast,TCR activator,Eya2 inh,B2AR arrestin,USP2a block,TSG101-PTAP inh,Tb PFK block,Chronic BCR inh,uPA generation
Cc1cc[n+](CC2OCc3ccccc3CO2)cc1,13,-11%,6%,1%,2%,-0.4%,0%,-1%,-4%,-1%,-6%
Cn1ccsc1=NC(=O)c1ccc(CS(C)(=O)=O)cc1,27,?,-2%,-9%,-18%,-0.1%,1%,-6%,0%,-3%,-4%
Oc1cc2c(cc1O)CN(C(=S)NCCc1ccc(Cl)cc1)CCC2,-28&-17,5%,18µM*!,1%,1%&-2%,-0.1%,-3%,1%,?,-2%,?
CSc1nnc(-c2ccc(O)cc2)n1C,-9,-2%,1%,.,1%,-1.4%,3%,.,-7%,?,-3%
CCOC(=O)N1CCN(CCC(=O)Nc2ccc(OC)cc2)CC1,-1,-2%,-5%,-3%,-14%,-0.6%,0%,-4%,-3%,6%,1%
CSc1nc(C)c2c(n1)N(c1cccc(C)c1)CC2,8,-1%,4%,-1%,-33%,-0.1%,-6%,-2%,5%,2%,-6%
Cc1nn(CC(=O)Nc2ccccn2)c(C)c1[N+](=O)[O-],11,11%,4%,-3%,7%,0.4%,-1%,-4%,-11%,15%,3%
Cc1ccc(C2(c3noc(CN4CCOCC4)n3)CCCC2)cc1,-12,1%,5%,2%,-7%,-0.6%,-2%,0%,-2%,0%,-3%
CC(C)OC(=O)c1cc2c(ccn2-c2ccc(F)cc2)n1CC(=O)N1CCN(C(=O)c2ccco2)CC1,12,8.2µM*,-2%,-2%,-3%,-0.3%,-15%,-2%,-14%,-7%,-23%
Cc1ccc([N+](=O)[O-])cc1N=C(c1ccc([N+](=O)[O-])cc1)N1CCOCC1,9,1%,-4%,3%[46.1 µM],-10%,-0.2%,1%,-3%,-2%,-7%,3%
COc1ccc(Br)cc1S(=O)(=O)N1CCCC1,0,-4%,0%,7%[46.1 µM],-4%,-0.2%,-5%,-7%,0%,?,-3%
COc1cccc(-n2cn[nH]c2=S)c1,19,-18%,-6%,-4%,2%,-0.1%,1%,0%,6%,?,6%
COc1ccc(N2C(=O)CC(Sc3n[nH]c(-c4cccc(C)c4)n3)C2=O)cc1 (configuration not stated),13,?,0%,-4%,-5%,-0.5%,-5%,-3%,-6%,-14%,-2%
COc1ccc([C@@H]2C[C@H]3CN(c4ccccc4)C(=O)[C@]34CCCN24)c(OC)c1OC,22,?,-2%,5%,0%,-0.1%,1%,0%,-5%,-1%,6%
CCS(=O)(=O)c1nc(S(=O)(=O)c2ccc(Cl)cc2)c(NCc2ccco2)s1,-19,0%,6%,-5%[46.1 µM],-6%,0.2%,0%,-2%,0%,1%,2%
Cn1cc(CC(=O)NCc2ccc(F)cc2)c2ccccc21,12,25%,?,-5%,0%,0.2%,1%,-3%,-2%,?,-6%
O=C(NC(=S)Nc1ccc(NC(=O)c2cccs2)cc1)c1cc2ccccc2o1,12,3%,0%,6%[46.1 µM],-7%,0.2%,1%,0%,?,?,5%
COc1cc(NC(=O)Cn2ccsc2=N)cc(OC)c1,22,-25%,-9%,-8%,9%,0.2%,7%,0%,1%,-1%,5%
Cc1c(NC(=O)c2cccs2)c(=O)n(-c2ccccc2)n1C,-4,10%,0%,-6%,-9%,-0.4%,-1%,1%,-6%,10%,3%
c1ccc(Cn2c(NCc3ccncc3)nc3ccccc32)cc1,-9,?,1%,-5%,-1%,0.4%,2%,-2%,5%,?,0%
Cc1ccc(OCCN2CCCCCC2)c(C)c1,8,3%,1%,5%,4%,-0.1%,-1%,-3%,-2%,-1%,1%
CN(C)c1ccc(C(=O)N2CCCC2)cc1,7,-3%,-3%,-2%,3%,-0.3%,7%,-6%,-2%,0%,11%
O=C(O)CCCNS(=O)(=O)c1ccc2c(c1)OCCCO2,0,7%,-5%,4%[46.1 µM],1%,-1.0%,0%,-1%,4%,-7%,3%
Cc1nn(-c2ccccc2)c(Cl)c1/C=C1/C(=N)N2N=C(C(C)C)SC2=NC1=O,-11,-6%,-1%,1%[46.1 µM],8%,0.3%,0%,0%,3%,-1%,-6%
Cc1[nH]c2ccc(C(=O)NCCN3CCCCCC3)cc2c1C,-9,17%,2%,8%,22%,0.9%,0%,-3%,0%,-1%,8%
Cc1ccnc2nc(C(=O)OCC(=O)NCCc3ccccc3)nn12,11,29%,-7%,0%[46.1 µM],5%,-1.0%,3%,-2%,10%,9%,1%
CCOC(=O)COc1ccc(S(=O)(=O)N2CCN(C(=O)OCC)CC2)cc1,-8,4%,5%,-3%,-12%,-0.2%,-1%,-3%,-5%,1%,2%
CC(=O)c1ccc(N2CCN(S(=O)(=O)c3ccc4c(c3)CC(C)N4C(C)=O)CC2)cc1 (configuration not stated),-28,?,7%,0%,5%,-0.4%,1%,1%,4%,-5%,1%
COC(=O)CN1C2=NCCCN2c2ccccc21,27,-1%,2%,0%,9%,-0.4%,1%,-9%,-8%,-2%,.
O=C(Nc1nnc(-c2cccs2)o1)C1CC1,1,?,-5%,2%,-11%,3.1%,-1%,-3%,1%,?,1%
O=c1[nH]n(-c2ccccc2)c(=O)c(Cl)c1Cl,-9,-18%,-3%,-28%,-4%,-0.2%,3%,-5%,5%,-2%,.
CCc1ccc(-c2nc(-c3ccncc3)no2)cc1,-7,?,-8%,13%,-17%,0.1%,1%,-1%,2%,-3%,-5%
COC(=O)c1nn(-c2ccc(C)cc2)c2nnc(Cc3ccccc3)c(=O)n12,0,-1%,-7%,-2%[46.1 µM],9%,-0.7%,2%,0%,-12%,2%,5%
O=C(Nc1cccc(S(=O)(=O)N2CCOCC2)c1)C12CC3CC(CC(C3)C1)C2,-7,?,.,2%,-2%,0.1%,-1%,-1%,9%,1%,-2%
COc1ccccc1N1CCN(S(=O)(=O)c2cn(C)nc2C)CC1,0,3%,0%,0%,-7%,0.1%,0%,-5%,2%,0%,0%
CC1(C)Cc2c(cnn2-c2ccccc2)-c2c1c1ccccc1n2CC(O)CCl (configuration not stated),-11,26µM*,-9%,-1%[46.1 µM],-14%,5.3%,-7%,-3%,-2%,?,3%
O=C1c2nccnc2C(=O)N1c1ccc(C(F)(F)F)cc1,8,11%,2%,2%,6%,0.3%,4%,0%,2%,7%,10%
CCOC(=O)C1=C(OCc2ccc(Cl)cc2)C2C=C(C)C=CC2N=C1 (configuration not stated),7,16µM*,-3%,2%,-11%,0.5%,-3%,-5%,1%,?,3%
CC(O)[C@H]1CNC(=O)C(=O)N1CC1CCCCC1 (some centres not stated),17,11%,-3%,-1%,0%,-0.2%,-1%,3%,-20%,-1%,-5%
C[C@H](NC(=O)[C@@H]1Cc2ccccc2CN1)C(=O)Nc1ccc2c(c1)OCCO2,8,?,3%,1%,2%,0.2%,0%,-8%,-5%,10%,-12%
Cc1ccc(N2C(=O)C3C(C2=O)N2C(c4cccs4)C4C(=O)N(c5ccc(C)cc5)C(=O)C4N2C3c2cccs2)cc1 (configuration not stated),-9,-1%,-7%,3%,10%,-0.4%,-4%,-2%,-5%,1%,-1%
CCn1c(N)c(C(=O)Nc2ccccc2C(=O)OC)sc1=S,7,-1%,0%,5%,0%,-0.1%,1%,-8%,1%,4%,5%
Cc1c(NS(=O)(=O)c2ccc(NCC3CCCO3)c([N+](=O)[O-])c2)c(=O)n(-c2ccccc2)n1C (configuration not stated),6,4%,-4%,9%,-9%,-0.1%,3%,-3%,-1%,?,15%
COc1ccc(OCC(O)CN(CC(O)COc2ccc(OC)cc2)c2cccc(O)c2)cc1 (configuration not stated),40,?,1%,-7%,-11%,0.7%,-6%,-4%,5%,?,2%
COc1ccc(Cl)cc1NC(=O)Nc1ccc(C(=O)N2CCOCC2)cc1,7,-15%,-1%,-6%,2%,-0.5%,3%,-2%,-4%,4%,9%
O=C(O)CCC(=O)Nc1ccc(S(=O)(=O)c2ccc(NC(=O)CCC(=O)O)cc2)cc1,30,1%,1%,-4%,4%,0.1%,0%,-4%,0%,0%,0%
